High-throughput results deposited in PubChem by NCI.
All columns: NCI-60 one-dose screen, growth in % after 48 h at 10 µM unless noted; 100 = growth as untreated, 0 = no growth, -100 = all killed.
HS 578T = HS 578T breast cancer; AID 1794788; hit rate 4.1% among 78,000
MALME-3M = MALME-3M melanoma. hit rate 5.8% among 78,000. AID 1794766
T-47D = T-47D breast cancer. hit rate 5% among 79,000. AID 1794792
BT-549 = BT-549 breast cancer; hit rate 4.4% among 78,000
UACC-62 = UACC-62 melanoma. hit rate 5.4% among 81,000
UACC-257 = UACC-257 melanoma. AID 1794764. hit rate 4.4% among 78,000
MCF7 = MCF7 breast cancer; AID 1794796; hit rate 6.3% among 82,000
LOX IMVI = LOX IMVI melanoma | hit rate 7.4% among 79,000
The depositor's hits bear a star; . = not tested or not shown; & = joins results of further samples; [ ] = dose if it differs, or a comment. How the source made its calls: active means growth percent below 10; inactive means the rest.

SMILES	HS 578T	MALME-3M	T-47D	BT-549	UACC-62	UACC-257	MCF7	LOX IMVI
COc1ccc(-c2cc(-c3cccs3)n3nc(Nc4ccccc4)c(-c4nc5ccccc5s4)c3n2)cc1	.	103	83	101	85	118	86	98
CC(=O)Nc1ccccc1OC(=O)NC(C)(C)C	103	94	99	116	99	91	97	.
CCN1CCN(Cc2ccc(NC(=O)c3cccc(C#Cc4cccc5[nH]nc(N)c45)c3)cc2C(F)(F)F)CC1	-20*	-71*	-32*	3.5*	-77*	-76*	-78*	-100*
CN1CCN(c2ncnc3c2[nH]c2ccc(Cl)cc23)CC1	104	93	86	93	101	98	93	99
COc1ccc2nc(NC(=O)CSc3nnc4n3S(=O)(=O)c3ccccc3N4c3ccccc3)sc2c1	90	90	94	84	83	103	82	86
COc1ccc2c(c1)c(-c1nc(-c3cn(C)c4ccncc34)cs1)cn2C	104	-54*	96	91	107	114	-56*	-92*
COc1cc(CNC(=O)CCCC(C)=CCC/C=C/CCC=C(C)CC/C=C(\C)CCC=C(C)C)ccc1O	110	98	83	93	79	81	92	92
O=C(CN1C(=O)S/C(=C\c2ccc(Cl)cc2)C1=O)Nc1ccc(C(=O)/C=C/c2cc3ccccc3nc2Cl)cc1	93	102	70	88	75	94	69	91
O=C(CNc1nc(-c2ccccc2)cs1)Nc1ccc(Cl)cc1	-3.0*	-90*	-35*	-55*	-92*	-79*	-85*	-90*
CC(C)(C)c1cc(Br)c(O)c(CNc2ccccc2)c1	90	93	89	106	91	103	93	97
O=S(=O)(O)c1ccc2c(N=Nc3ccccc3)c(O)ccc2c1	97	94	100	104	105	103	97	88
NS(=O)(=O)c1ccccc1N/C=C/C(=O)c1cc2cc(Br)ccc2oc1=O	90	93	92	93	96	103	90	97
CC1(C(=O)O)CCC(C(=O)Nc2ccccc2)C1(C)C (stereo unspecified)	104	.	93	96	107	121	95	97
CCN(CC)c1ccccc1-c1ccccc1	108	99	.	107	103	111	107	97
Cc1ccccc1OCC(O)CN1CCN(c2cccc(Cl)c2)CC1 (stereo unspecified)	102	95	104	111	95	105	97	.
O=C(N/N=C/c1ccc2ccccc2n1)c1ccc(OCc2nc3ccc(Cl)cc3[nH]2)cc1	83	91	84	.	84	92	79	105
O=C(Nc1ccc(C(=O)N2N=C(c3ccccc3)CC2=O)cc1)c1ccccn1	90	112	98	101	92	110	94	86
CCOC1=CC(=O)OC(c2ccccc2)C1 (stereo unspecified)	98	139	96	102	97	102	101	94
COC1=CC2ON(C(=O)c3ccccc3)C1C1C3(O)CCCc4cccc(c43)N3C(=O)COC213 (stereo unspecified)	90	99	98	106	96	95	95	99
O=C1C=CC(=O)N1c1ccc(F)cc1	.	113	98	110	111	102	102	96
O=c1[nH]c(Cl)nc2c1cnn2-c1ccccc1	93	104	98	53	68	106	84	72
COc1cc2c(/C=C3/C(=O)Nc4ccc(O)cc43)c(Cl)n(Cc3cc(OC)c(OC)c(OC)c3)c2cc1C	4.7*	2.9*	24	-7.3*	37	21	3.4*	40
N=C1C(c2nc3ccccc3s2)=C(O)CN1c1cccc(C(=O)O)c1	148	104	90	128	98	103	103	94
O=C1C=CC(=O)N1Cc1cccnc1	102	136	101	106	97	104	99	98
O=C1Nc2ccc(Cl)cc2/C1=N/c1nc(-c2ccc(Cl)cc2)cs1	14	22	-3.9*	17	-47*	-2.1*	5.8*	-7.5*

Arranged by count of non-hydrogen atoms (low to high): some entries from above
SMILES	HS 578T	MALME-3M	T-47D	BT-549	UACC-62	UACC-257	MCF7	LOX IMVI
O=C1C=CC(=O)N1c1ccc(F)cc1	.	113	98	110	111	102	102	96
CCOC1=CC(=O)OC(c2ccccc2)C1 (stereo unspecified)	98	139	96	102	97	102	101	94
O=c1[nH]c(Cl)nc2c1cnn2-c1ccccc1	93	104	98	53	68	106	84	72
CN1CCN(c2ncnc3c2[nH]c2ccc(Cl)cc23)CC1	104	93	86	93	101	98	93	99
O=C1Nc2ccc(Cl)cc2/C1=N/c1nc(-c2ccc(Cl)cc2)cs1	14	22	-3.9*	17	-47*	-2.1*	5.8*	-7.5*
Cc1ccccc1OCC(O)CN1CCN(c2cccc(Cl)c2)CC1 (stereo unspecified)	102	95	104	111	95	105	97	.
CCN1CCN(Cc2ccc(NC(=O)c3cccc(C#Cc4cccc5[nH]nc(N)c45)c3)cc2C(F)(F)F)CC1	-20*	-71*	-32*	3.5*	-77*	-76*	-78*	-100*

(next part)
SMILES	HS 578T	MALME-3M	T-47D	BT-549	UACC-62	UACC-257	MCF7	LOX IMVI
COc1cccc(N)c1N	95	98	81	99	92	99	86	99
COc1cc(C=C2C(=O)NC(=S)NC2=O)cc(CN2CCOCC2)c1O	106	106	105	112	98	106	103	104
CCOC(=O)c1cnn(CC(O)CC)c1NC(=O)NCc1ccccc1F (stereo unspecified)	103	107	104	100	89	94	99	99
O=C(O)CCNC(Cc1ccc(O)cc1)C(=O)O (stereo unspecified)	116	111&121	98&91	96&119	94&109	100&101	99&106	106&96
COc1ccc(N=Nc2c(N)nn3cc(-c4nc5ccccc5s4)c(N)nc23)cc1	102	96	86	88	105	99	89	97
CC(=O)Oc1ccccc1-c1ccccc1	104	115	97	99	134	.	97	100
FC(F)(F)c1nn(-c2ccccc2)c2c1-c1cc(Cl)ccc1CO2	94	.	81	110	94	106	84	95
CSC1=C(C#N)C(N)=NN2C(=N1)C(c1nc3ccccc3s1)=Cc1cc(Br)ccc12	96	92	59	83	78	90	72	84
O=C(Nc1ccc(N2CCOCC2)cc1)Nc1ccc2c(ccn2C(=O)c2cccc(F)c2)c1	22	49	69	72	42	61	53	23
CC(=O)c1c(C)c2ccc(Nc3nccc(-c4cccnc4)n3)cc2oc1=O	99	102	91	100	107	105	94	100
COC1=CC2C=C(C3N(c4ccccc4)NC(=O)[C@@H]4CCCN34)C(=O)NC2C=C1 (stereo partly specified)	99	113	99	97	104	108	94	93
Nc1ncnc2c1ncn2[C@@H]1O[C@H](COS(N)(=O)=O)[C@@H](O)[C@H]1O	103	106	.	99	103	99	101	108
OCCC#CCCCOC1CCCCO1 (stereo unspecified)	119	98	104	103	107	104	96	96
CN(C)c1ncc2c(=O)[nH]cnc2n1	127	89	94	115	106	.	96	103
Oc1ccc(/C=C\c2cnccn2)cc1	.	114	99	90	92	137	86	109
C#C[C@]1(O)CC[C@H]2[C@@H]3CC=C4c5sc(Nc6ccc(C)cn6)nc5CC[C@]4(C)[C@H]3CC[C@@]21C	-12*	-31*	19	-13*	-25*	-43*	-69*	-62*
Cc1cc2ccccc2c[n+]1CC(=O)c1ccc(-c2ccccc2)cc1	83	71	38	53	71	50	29	54
O=C(N/N=C/c1cccc(OCc2ccccc2)c1)c1cnn2c1NC(c1ccccc1)C2 (stereo unspecified)	13	57	55	97	64	70	72	91
Cn1cccc1C(=O)c1n[nH]n2c1nc(=O)c1sc3c(c12)CCCC3	104	90	98	91	107	95	90	94
Clc1ccc(-c2ccc(-n3ccnc3)nn2)cc1	122	107	.	98	100	102	87	93
CC(=O)Nc1nc2c(s1)CCc1c-2cn(S(=O)(=O)c2ccccc2)c1-c1ccccc1	91	-24*	49	98	58	93	54	47
O=C1C=Cc2ncccc2C1=O	.	90	67	96	91	88	12	.
N#CCc1nn(-c2ccccc2)c(N)c1C#N	89	110	87	93	81	96	97	95
O=C(OCc1ccccc1)c1ccccc1Cl	99	110	101	96	106	108	96	102
NCCN1CCOCC1	.	103	108	139	99	101	91	109

Additional structures.
SMILES	HS 578T	MALME-3M	T-47D	BT-549	UACC-62	UACC-257	MCF7	LOX IMVI
CC(=O)c1cc(C(=O)N2c3ccccc3Sc3ccccc32)n2ccc(C)cc12	54	54	21	16	24	32	26	-40*
C=CCc1c(N(C)c2ccc(C)cc2)ncnc1-n1c(C)nc2ccccc21	107	80	59	86	67	90	78	95
Cn1cccc1-c1cc(C(=O)N/N=C\c2cccc(O)c2)[nH]n1	114	87	119	86	96	117	91	98
CC1(c2cccc(N)c2)OCCO1	98	105	113	106	93	95	91	95
CC(C)C(=O)Nc1cccc(C(=O)NC(=S)Nc2ccc(C(=O)O)cc2)c1	101[100 µM]	92[100 µM]	86[100 µM]	112[100 µM]	96[100 µM]	107[100 µM]	95[100 µM]	.
COc1nc2cc(OC(C)C)ccc2cc1-c1nc2c(cnn2-c2ccc(Br)cc2)c(=O)[nH]1	102	102	98	108	92	99	92	101
c1ccc(NC2CCCCC2)cc1	107	98	87	94	99	88	96	96
O=C1NC(=O)C(CC(=O)n2c(-c3ccccc3)nc3ccccc32)C(=O)N1	102	116	94	101	94	112	92	97
N#Cc1cnn(C2=NC(c3cccc([N+](=O)[O-])c3)c3sc4ccc(Cl)cc4c3N2)c1N (stereo unspecified)	97	106	90	106	92	104	71	87
O=C(O)COc1ccc(/C=C2/SC(=S)N(c3ccccc3)C2=O)cc1	96	.	100	104	101	107	103	99
Cn1cc(/C=C2\C(=O)N(CCCCCn3c4ccccc4c(=O)c4ccccc43)c3ccccc32)c2ccccc21	100	86	88	97	91	113	78	93
Nc1c(C(=O)c2ccccc2)oc2nc(-c3cnccn3)cc(-c3cccs3)c12	102	102	107	59	96	94	88	.
C=CCN1CCN(/C(=N/c2sc(-c3ccccc3)nc2-c2ccccc2)c2ccccc2)CC1	99	119	84	111	82	94	80	122
COc1cc(C2C=C(C)N=C3SC=C(C)N32)cc(OC)c1OC (stereo unspecified)	2.0*	-54*	8.0*	-50*	-61*	-39*	-15*	-82*
CNC(=O)c1c(NC(=O)c2ccc(C(C)C)cc2)sc2c(CN(C)C)c(O)ccc12	90	88	81	88	100	110	69	57
CCOC(=O)c1c2c(c(C)n1Cc1ccccc1)-c1[nH]ncc1CC2	.	106	101	94	74	107	89	98
O=[N+]([O-])c1c(F)cc(F)cc1F	112	110	105	100	102	108	101	104
COc1ccc2cc(C(C)C(=O)Nc3ccc(-c4nnc(C5CCCCC5)s4)cc3)ccc2c1 (stereo unspecified)	107	122	117	113	93	115	103	112
O=C(O)COc1ccc([N+](=O)[O-])cc1Cl	.	107	86	107	111	92	102	100
CNc1ccc(C(=O)C2CC2)cc1	99	90	96	108	113	96	92	104
NC1=Nc2cc(OCCCN3Cc4ccccc4C3)c(OCC3CC3)cc2C12CCCC2	.	-58*	2.4*	69	46	-47*	48	8.9*
CCOC(=O)C(C)(C)Oc1ccc(Cl)cc1	110	97	107	104	111	96	.	93
N#Cc1c(-c2cccc(Cl)c2)cc(-c2ccncc2)[nH]c1=O	99	103	99	94	88	100	98	98
NC(=O)SCC(=O)Nc1ccc(S(=O)(=O)Nc2ccccn2)cc1	105	107	92	114	96	98	89	59
COc1ccc(/C=C(/C#N)C(N)=O)cc1Br	116	106	100	107	112	101	97	109

An excerpt from above, showing only HS 578T and BT-549:
| smiles | HS 578T | BT-549 |
| --- | --- | --- |
| CCOC(=O)C(C)(C)Oc1ccc(Cl)cc1 | 110 | 104 |
| N#Cc1c(-c2cccc(Cl)c2)cc(-c2ccncc2)[nH]c1=O | 99 | 94 |

The list continues.
SMILES	HS 578T	MALME-3M	T-47D	BT-549	UACC-62	UACC-257	MCF7	LOX IMVI
c1ccc(-c2n(Cc3ccc4ccccc4n3)c3ccccc3[n+]2Cc2ccc3ccccc3n2)cc1	2.0*	-25*	.	-0.5*	-45*	-2.7*	1.4*	-76*
O=C1CCc2ccccc21	97	.	105	110	102	95	95	103
O=C1Nc2c(ccc(Cl)c2Cl)/C1=C/c1ccccn1	64	86	57	92	70	-21*	29	44
COC(=O)[C@]12CC[C@@H](C)[C@H](C)[C@@H]1C1=CC[C@@H]3[C@@]4(C)C[C@@H](OC(C)=O)[C@H](O)[C@@](C)(COC(C)=O)[C@@H]4[C@H](O)C[C@@]3(C)[C@]1(C)CC2	-28*	-71*	-66*	-86*	.	.	-79*	-100*
CC1(C)C(C(=O)O)N2C(=O)C[C@H]2S1(=O)=O (stereo partly specified)	105	109	108	102	106	106	97	101
CCOC(=O)c1cc(C(=O)c2cc(OC)c(OC)c(OC)c2)n2nc(-c3ccc(C)cc3)ccc12	88	71	97	76	102	90	80	98
CCN(CC)CCC(=O)c1cccc2ccccc12	101	99	85	110	97	.	64	94
O=c1[nH]c(-c2ccc(Cl)cc2)cn1-c1ccc(-n2cc(-c3ccc(Cl)cc3)[nH]c2=O)cc1	102	98	89	110	87	101	100	103
COc1ccc(C2=Nn3c(N=Nc4c(O)[nH]c5ccc(Cl)cc45)nnc3SC2)cc1	107	123	92	102	108	74	95	108
O=c1c2cc(F)cc(F)c2sc2c(NCCCNCCO)nc3ccccc3c12	88	97	101	88	100	100	92	57
O=C(O)CCN(CCC(=O)O)S(=O)(=O)c1ccccc1	95	105	100	109	100	.	99	92
CCCCCc1ccc(S(=O)(=O)N(C(C)=O)c2cccc(-c3csc(N(CCN4CCN(C)CC4)C(C)=O)n3)c2)cc1	73	-86*	50	91	-71*	-53*	-66*	-92*
Nc1cccc2cnccc12	97	114	111	98	100	104	94	95
COc1ccc(-c2ncnc3c2ncn3C/C=C/CCl)cc1	111&131	50&62	92&68	87&54	74&77	78&81	56&40	70&54
COc1ccc(NC(=S)N/N=C/c2ccccc2SSCCC(=O)OC[C@H]2O[C@H](O)[C@H](O)[C@@H](O)[C@@H]2O)cc1	92	73	66	69	.	98	45	60
O=C(c1ccc(F)cc1)c1ccc(F)cc1	92	.	97	.	102	106	95	100
CC(=O)N1N=C(c2ccccc2)CC1c1cn(Cc2ccc(Cl)cc2)c2ccccc12 (stereo unspecified)	79	69	45	75	73	84	93	94
COc1ccc(/C=C2\N=C(C)N(CCc3ccc(S(N)(=O)=O)cc3)C2=O)cc1OC	105	96	93	103	94	105	96	98
COC(=O)C1=Nc2ccc(F)cc2/C1=C\c1sc(=O)[nH]c1S	81	71	66	126	67	96	74	57
CCSc1ncnc2nc[nH]c12	121	112	105	112	94	107	98	96

2 entries from above in another layout.
CN(C)c1ncc2c(=O)[nH]cnc2n1
  HS 578T: 127; MALME-3M: 89; T-47D: 94; BT-549: 115; UACC-62: 106; UACC-257: .; MCF7: 96; LOX IMVI: 103
O=C(O)CCN(CCC(=O)O)S(=O)(=O)c1ccccc1
  HS 578T: 95; MALME-3M: 105; T-47D: 100; BT-549: 109; UACC-62: 100; UACC-257: .; MCF7: 99; LOX IMVI: 92
